Kir21 block: Kir2.1 (mouse) channel inhibition; P35561; 310,000 tested, 0.85% active; B-score at 10 µM; HEK293-Kir2.1, FluxOR thallium flux fluorescence; stronger effect = lower value; AID 1672;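 active = fluorescence ratio B-score at or below minus 3 SD of library scores, with starting-brightness B-score within 2 SD, cut at about -4.2 in these data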;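 also: channel flux triggered by added potassium and thallium sulfate stimulus; B-score of peak minus minimum fluorescence over baseline after thallium stimulus; more negative B-score means stronger Kir2.1 block with less thallium influx; some compounds called inactive have numbers as strong as hits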
Target sequence (P35561 whole entry, looked up): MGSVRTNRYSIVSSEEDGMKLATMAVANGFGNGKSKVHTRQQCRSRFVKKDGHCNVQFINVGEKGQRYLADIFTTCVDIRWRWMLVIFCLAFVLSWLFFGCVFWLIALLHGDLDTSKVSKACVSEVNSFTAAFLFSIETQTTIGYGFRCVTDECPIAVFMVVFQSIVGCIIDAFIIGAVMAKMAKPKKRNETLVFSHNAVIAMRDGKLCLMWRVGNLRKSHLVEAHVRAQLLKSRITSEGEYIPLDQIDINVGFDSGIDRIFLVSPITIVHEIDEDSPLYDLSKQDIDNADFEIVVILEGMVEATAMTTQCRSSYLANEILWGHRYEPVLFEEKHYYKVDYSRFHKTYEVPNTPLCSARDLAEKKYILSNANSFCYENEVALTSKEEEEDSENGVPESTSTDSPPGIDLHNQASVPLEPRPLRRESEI
STK33 inh: inhibitors of human STK33 kinase; purified STK33, MBP phosphorylation, ADP-Glo luminescence; inhibition, % at 10 µM; 320,000 tested, 0.073% active; Q9BYT3;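 active = inhibition at or above 25%, using the most active replicate where run in duplicate; inactive = inhibition below 25%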
Target sequence (Q9BYT3 whole entry, looked up): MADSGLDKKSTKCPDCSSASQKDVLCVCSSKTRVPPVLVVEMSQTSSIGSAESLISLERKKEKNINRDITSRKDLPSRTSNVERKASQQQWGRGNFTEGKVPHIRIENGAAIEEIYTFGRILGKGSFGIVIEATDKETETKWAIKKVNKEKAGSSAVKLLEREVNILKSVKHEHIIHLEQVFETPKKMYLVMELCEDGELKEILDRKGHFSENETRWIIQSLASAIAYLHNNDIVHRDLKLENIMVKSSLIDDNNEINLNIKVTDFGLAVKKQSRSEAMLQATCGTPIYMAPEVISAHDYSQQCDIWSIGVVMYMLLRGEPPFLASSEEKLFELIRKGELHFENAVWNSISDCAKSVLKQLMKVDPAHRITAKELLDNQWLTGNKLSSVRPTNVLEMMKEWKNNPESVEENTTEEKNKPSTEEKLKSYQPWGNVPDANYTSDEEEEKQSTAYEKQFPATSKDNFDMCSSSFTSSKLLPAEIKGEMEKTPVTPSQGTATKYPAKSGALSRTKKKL
An asterisk follows results filed as active; . = no result given.

SMILES	Kir21 block	STK33 inh
Cc1ccc(C)c(NS(=O)(=O)c2cc(C(=O)NCCSC3CCCCC3)ccc2C)c1	-0.93	-4.6
O=C(C1=C[C@@H](c2ccc(C(F)(F)F)cc2)C[C@@H](OCCCCO)O1)N1CCN(Cc2ccccc2)CC1	-1	-0.1
CC1CCN(c2ccc(NC(=S)NC(=O)c3ccco3)cc2)CC1	0.01	1.0
COC(=O)c1ccc(C(=O)OC)c(NC(=S)N2CCCCC2C)c1 (stereo not drawn)	0.05	0.3
CCOC(=O)CC(=O)Nc1ccn[nH]1	2.9	3.9
CCN(C(=O)CSc1nc(N)cc(N)n1)C1CCS(=O)(=O)C1 (stereo not drawn)	0.58	-0.8
CCc1cccc(NC(=O)C2CCCN(S(=O)(=O)c3cnc[nH]3)C2)c1 (stereo not drawn)	0.96	-1.4
CCOc1ccc(C(=O)NCC(=O)OCCCC(=O)c2ccc(F)cc2)cc1OCC	.	-1.3
O=C(NNc1ccc(Cl)cc1)c1c(F)cccc1Cl	2.5	0.0
COc1cc(/C=C2/CCC/C(=C\c3cc(O)c(OC)c(Cl)c3)C2=O)cc(Cl)c1O	0.89	1.9
COC(=O)c1cc(C(=O)NNC(=O)c2ccc3c(c2)OCO3)cc([N+](=O)[O-])c1	.	5.9
Cc1cccc(OCC(=O)N/N=C/C=C/c2ccco2)c1	0.88	-0.5
COc1cccc(-c2cc(C(=O)N3CCc4ccccc4C3)[nH]n2)c1	-1.3	0.7
CC1(C)C2CCC(C2)C1(C)NC(=O)CNC1CCCCC1 (stereo not drawn)	-0.01	0.7
CCN1CCN(c2ncc(C(=O)Nc3cc(Cl)ccc3OC)c3ccccc23)CC1	-1.5	0.3
C/C(=N\NC(=O)C1CC1)c1ccccc1Br	-0.03	0.0
Cc1c(O)c(CN2CCCCC2)cc2c1oc(=O)c1ccccc12	0.31	-0.8
C=CCN1C(=NC(=O)CCC(=O)O)SC2CS(=O)(=O)CC21 (stereo not drawn)	-0.71	0.2
COc1cc(NC(=O)CNc2ccc(Cl)c(S(=O)(=O)N3CCOCC3)c2)cc(OC)c1	.	0.1
O=C(Cn1nc(Cc2cccnc2)c2ccccc2c1=O)NCc1ccc2c(c1)OCO2	0.18	-1.1
CCOc1cc(C(=O)N=c2sccn2C)cc(Br)c1OC	0.76	1.5
O=[N+]([O-])c1ccc(Cl)c(CN2CCN(c3ncccn3)CC2)c1	-1.1	-1.8
CCCn1c2ccccc2c2cnn(CC(=O)N3CCOCC3)c(=O)c21	1	-0.3
O=C(Nc1ccc(S(=O)(=O)N2CCCC2)cc1)c1c(F)cccc1F	1.1	-0.5
CCC(=O)N1CCN(c2ccc(NC(=O)c3ccccc3)cc2)CC1	0.76	-0.9
CCN(CC)S(=O)(=O)c1ccc(NC(=O)CCC2CCCCC2)cc1	1.5	-2.0
COc1cccc(NC(=O)CNC(=O)c2ccc(C)cc2)c1	-1.2	-1.2
COCCN1CCN(Cc2cn[nH]c2-c2cc3ccccc3o2)CC1	-0.39	-1.1
CCCC(=O)N/C(N)=N/c1nc2ccccc2o1	1.2	-2.4
C=CCN(c1ccc(OC)cc1)S(=O)(=O)c1ccc(Cl)c(C(=O)OCC(=O)NC2CC2)c1	-3.4	-0.2
COc1ccc(OC)c(/C=C2/Sc3ccccc3C2=O)c1	-0.1	-1.2
Cc1c(Cl)c([N+](=O)[O-])nn1CCCC(=O)Nc1cccc(O)c1	0.34	-1.7
COc1ccc(N(C(C)C(=O)Nc2ccc(S(=O)(=O)N3CCOCC3)cc2)S(C)(=O)=O)cc1 (stereo not drawn)	1.2	-2.4
CCSc1ccc2nnc(-c3cccc(F)c3)n2n1	-0.35	5.6
Cn1c(=O)cc(SCC(=O)Nc2ccc3c(c2)OCO3)c2ccccc21	-0.23	1.1
COC(=O)c1ccc(NC(=S)NCCc2ccccc2C)cc1	-0.19	-4.7
FC(F)Sc1ccc(NC(=S)N2CCN(c3ccccn3)CC2)cc1	0.33	.
CC(C)c1nnc(NC(=O)C2CCCN2C(=O)Nc2ccccc2[N+](=O)[O-])s1 (stereo not drawn)	0.01	-1.8
O=C(Nc1ccccc1Cl)C1C(c2ccccc2)C1(Cl)Cl (stereo not drawn)	-0.55	-2.3
O=C(CSc1ncnc2c1oc1ccccc12)Nc1ccccc1F	0.54	-0.7

A few values from the results shown.
O=C(CSc1ncnc2c1oc1ccccc12)Nc1ccccc1F @ Kir21 block = 0.54
CCOc1cc(C(=O)N=c2sccn2C)cc(Br)c1OC @ STK33 inh = 1.5
Cn1c(=O)cc(SCC(=O)Nc2ccc3c(c2)OCO3)c2ccccc21 @ Kir21 block = -0.23

Next part
SMILES	Kir21 block	STK33 inh
CCOc1ccc(OCCCCn2ccnc2)cc1	0.35	-0.7
O=C(CSc1cccc(C(F)(F)F)c1)NCc1ccccc1	-0.23	.
COC(=O)C1=C(C)N(CCCC(=O)O)C(=O)NC1c1ccc2c(c1)OCO2 (stereo not drawn)	1.3	1.7
CCOc1ccccc1-n1c(SCC(N)=O)nnc1-c1ccccc1	-1.8	-1.9
CC1CN(S(=O)(=O)c2cc(C(=O)NCCC3=CCCCC3)ccc2Cl)CC(C)O1 (stereo not drawn)	-0.35	-0.9
Cc1cccc(N2CC(C(=O)Nc3nnc(SCC(=O)NCC4CCCO4)s3)CC2=O)c1 (stereo not drawn)	-0.26	0.0
Cn1c(Br)nc2c1c(=O)n(Cc1ccccc1)c(=O)n2C	0.2	-1.7
CCOC(=O)C1CCN(C(=O)Nc2ccc(OCc3ccccc3)cc2)CC1	-1.4	1.1
COC(=O)C1=C2SC(C)C(=O)N2C(N)=C(C#N)C1c1ccc(OC)c(OC)c1 (stereo not drawn)	-0.06	-0.3
COc1cc(-c2cc(-c3nnco3)c3ccccc3n2)cc(OC)c1OC	-0.56	-0.6
O=C(Nc1nncs1)C1CCCC1	-2.1	0.1
O=S(=O)(NCc1ccccc1Cl)c1cnc[nH]1	0.45	-1.9
CCOc1ccc(/C=N/Nc2nc(N3CCCC3)nc(N3CCCC3)n2)cc1OC	1.1	-1.1
CCOC(=O)Nc1cccc(NC(=O)c2ccccc2F)c1	1.8	-1.0
COc1ccc(CC(=O)OCC(=O)NC(=O)NC2CCCC2)cc1	.	-1.4
Cc1cccc(N2CCN(CC3CCCCC3)CC2)c1C	1.5	-0.8
CNC(=O)C(=O)NCCC1CCCCN1S(=O)(=O)c1cccs1 (stereo not drawn)	1.1	-2.0
CCO[C@H]1OC(C(=O)NCc2nc3ccccc3[nH]2)=C[C@@H](C2CC2)[C@@H]1CCCO	0.21	0.8
Cc1cccc(NC(=O)CN2CCC(C(=O)c3ccc4c(c3)OCCO4)CC2)c1	1.6	0.2
CC(=O)c1cc(NC(=O)c2ccccc2)c(=O)oc1/C=C/N(C)C	-3.5	2.0

Brought forward from above: five compounds, followed by the next part.
SMILES	Kir21 block	STK33 inh
Cc1cccc(N2CCN(CC3CCCCC3)CC2)c1C	1.5	-0.8
CNC(=O)C(=O)NCCC1CCCCN1S(=O)(=O)c1cccs1 (stereo not drawn)	1.1	-2.0
CCO[C@H]1OC(C(=O)NCc2nc3ccccc3[nH]2)=C[C@@H](C2CC2)[C@@H]1CCCO	0.21	0.8
Cc1cccc(NC(=O)CN2CCC(C(=O)c3ccc4c(c3)OCCO4)CC2)c1	1.6	0.2
CC(=O)c1cc(NC(=O)c2ccccc2)c(=O)oc1/C=C/N(C)C	-3.5	2.0
COc1ccccc1NC(=O)CSc1nnc(COc2ccc(Cl)cc2)n1Cc1ccco1	-0.01	-2.1
CC(=O)c1c(C)nc(-c2ccc(Cl)cc2)nc1N=CN(C)C	-2.1	-0.5
Cc1cccc(NC(=O)COc2nsnc2N2CCOCC2)c1	1.8	-0.5
CC[C@]12c3[nH]c4ccccc4c3CCN1C(=O)C(CC(=O)NC/C=C(\C)CCC=C(C)C)C[C@@H]2C(=O)N1CCN(C(=O)c2ccco2)CC1 (stereo partly drawn)	.	-0.4
COc1cc(=O)[nH]c(SCc2c(F)c(F)c(F)c(F)c2F)n1	-0.68	-2.6
O=C(c1ccc2c(c1)OCO2)C1CCCN(Cc2c(F)ccc(F)c2F)C1 (stereo not drawn)	-1.1	1.4
CCOC(=O)C1CCN(c2nc(-c3ccccc3)nc3c2oc2ccccc23)CC1	0.44	5.0
CCc1ccc(-c2cc(C(F)(F)F)n3nc(C(=O)Nc4cnn(Cc5ccccc5C)c4)cc3n2)s1	-1.6	1.2
Cc1ccc(CNC(=O)C(CCC(N)=O)NC(=O)OCc2ccccc2)cc1 (stereo not drawn)	-0.73	1.0
O=C(COc1ccc(Cl)cc1)NCc1nnc(SCC(=O)NCC2CCCO2)o1 (stereo not drawn)	0.97	-1.5
Cc1cc(=O)c(C(=O)O)nn1-c1ccccc1	-1.5	-1.8
CC(c1ccccc1)n1c(-c2ccccc2F)n[nH]c1=S (stereo not drawn)	0.1	-1.3
CCOc1ccc(N(CC(=O)Nc2ccccc2F)S(=O)(=O)c2c(C)[nH]c(=O)[nH]c2=O)cc1	1.3	-0.4
O=C(C1CCC1)N1CCc2cc(S(=O)(=O)NC3CCCC3)ccc21	0.01	-0.4
COCCCn1c(=O)/c(=C\c2ccccc2OC(C)C)s/c1=C(/C#N)C(=O)Nc1ccc(C(=O)O)cc1	-0.72	-0.3
CC1(C)C2CC=C(/C=N/NC(=O)c3ccccc3Br)C1C2 (stereo not drawn)	1.1	-1.5
COc1ccc(Cl)cc1-c1nc(-c2ccc(NC(=O)c3ccncc3)cc2)no1	-0.89	1.8
CCOc1ccc(CCNC(=O)CS(=O)(=O)Cc2nc(-c3ccccc3F)oc2C)cc1	-2.1	-0.6
CC(C)(O)C#Cc1ccc(C(=O)N2CCN(C(=O)c3ccco3)CC2)cc1	-0.67	-3.5
CCOC(=O)N1CCC(Nc2c(NCCCN3CCN(c4ccc(OC)cc4)CC3)c(=O)c2=O)CC1	0.03	0.5

Pulled by compound from the list above, 5 records:
SMILES	Kir21 block	STK33 inh
COC(=O)c1ccc(C(=O)OC)c(NC(=S)N2CCCCC2C)c1 (stereo not drawn)	0.05	0.3
CCCn1c2ccccc2c2cnn(CC(=O)N3CCOCC3)c(=O)c21	1	-0.3
COc1cccc(NC(=O)CNC(=O)c2ccc(C)cc2)c1	-1.2	-1.2
O=C(NNc1ccc(Cl)cc1)c1c(F)cccc1Cl	2.5	0.0
CCOc1ccc(/C=N/Nc2nc(N3CCCC3)nc(N3CCCC3)n2)cc1OC	1.1	-1.1

Other records follow.
SMILES	Kir21 block	STK33 inh
O=C1NN(c2ccccc2)C(=O)/C1=C/c1cccs1	-0.83	-0.2
CCc1nc(OCC(=O)c2ccccc2)c(C#N)c2c1COC(C)(C)C2	1.2	0.8
COc1ccc(-c2cc(N)n(S(=O)(=O)Cc3ccccc3)n2)c(OC)c1	-0.06	0.0
Cc1ccc(C(=O)Nc2ccc(N3CCOCC3)cc2)cc1	0.01	1.1
O=C(CSc1ccc(-c2cccnc2)nn1)Nc1ccc(Br)cc1	1.6	-0.7
CC(C)(C)OC(=O)N1CCN(c2ccc([N+](=O)[O-])cc2)CC1	1.8	-2.3
Cc1cccc(OCCCC(=O)O)c1	-0.54	-0.7
Cc1ccccc1Cn1c(-c2ccc(=O)[nH]c2)nc2ccccc21	0.12	0.0
C=CC[C@@H](CC(=O)N[C@@H](CO)Cc1ccccc1)C(=O)N[C@H](COC(=O)[C@@H](CC=C)Cc1ccc(F)cc1)C(C)(C)C	.	-0.6
N#Cc1cccc(NC(=O)CSc2ccc3c4c(cccc24)C(=O)c2ccccc2-3)c1	0.68	-0.5
CCCN(CCC)Cc1c(C(=O)N/N=C/c2c[nH]c3ccccc23)nnn1-c1nonc1N	-0.62	-1.5
Cc1c(Cl)cc(-n2cnnn2)cc1[N+](=O)[O-]	-0.43	-0.8
CC(C)(C)OC(=O)NCCc1nnc(SCc2ccc(Cl)cc2Cl)o1	-8.9*	-0.4
C(=N\Nc1nc2ccccc2s1)/c1ccco1	0.45	4.5
O=C(CSc1nccc(-c2cccs2)n1)Nc1cccc(Cl)c1Cl	-0.54	-0.7
O=C(NCc1cccs1)C1CCN(c2ccc(S(=O)(=O)N3CCOCC3)cc2Cl)CC1	0.86	0.7
Cc1ccc(S(=O)(=O)Nc2ccc(C(=O)N3CCN(c4ccccc4O)CC3)cc2)cc1[N+](=O)[O-]	1.1	-1.0
O=S(=O)(c1cccc(F)c1)N1CCc2sccc2C1c1ccc(OC(F)(F)F)cc1 (stereo not drawn)	0.33	0.5
Cc1c(C(=O)N(C)C(C)c2ccncn2)oc2c(F)cccc12 (stereo not drawn)	1.2	0.3
O=C(Cn1nc(-c2ccc(Cl)cc2)ccc1=O)NCc1ccc2c(c1)OCO2	0.03	0.0
O=C(c1cnn(-c2cccc(F)c2)c1)c1ccccc1O	1.1	1.1
CC(C)CC(O)C1CCN(C(=O)CCc2nnc(-c3ccc4c(c3)OCO4)o2)CC1 (stereo not drawn)	-0.14	-0.8
COc1cccc(-c2nnc3n2N=C(c2cccc(Br)c2)CS3)c1	1.8	-1.0
O=C(NCc1cccnc1)C1CC(=O)N(CCc2ccccc2)C1 (stereo not drawn)	0.12	-0.9
O=[N+]([O-])c1ccc2oc(-c3ccccc3)nc2c1	2.1	-1.4
O=C(N/N=C/c1ccc[nH]1)c1ccccc1[N+](=O)[O-]	0.06	-0.6
COc1ccccc1OCc1csc(N)n1	1.4	0.4
O=[N+]([O-])c1ccc(OCc2cccc(COc3ccc([N+](=O)[O-])cc3)n2)cc1	0.15	-1.5
CC1=C(C)CC(C(=O)NNC(=O)c2cccc(Cl)c2)C(C(=O)O)C1 (stereo not drawn)	-0.06	1.2
C[C@@]12CC[C@H]3OC(=O)C=C3C1CC[C@@]13CC(CCC12)[C@](CO)(O[C@H]1O[C@H](CO)[C@@H](O)[C@H](O)[C@H]1O)C3 (stereo partly drawn)	-1.1	-1.5

Assay outcomes from PubChem BioAssay.
